GRP78 ERSR act = induces the endoplasmic reticulum stress response in human glioma cells | U87-MG GRP78 promoter luciferase reporter, 16 h | Potency, µM, for inactives: top-dose activation, most hits filed as activators | hit rate 0.02% among 420,000 | AID 602332; also: potency is read from the fitted curve at half-maximal effect; series mostly up to about 76 µM; % of control where 0% means no effect; nearly all actives have a fitted effect of over 35% in size
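Stably transfected U87-MG human glioma cells carrying a GRP78-based luminescent sensor were seeded at 1000 cells/well, pin-dosed with compounds and incubated 16 h. Luciferase reagent was then added, and end-point luminescence was read after 10 min at room temperature.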
RGS4 inh = blocks human RGS4-accelerated GTP hydrolysis. AID 504845. P49798. hit rate 0.039% among 390,000. Potency, µM (top dose mostly 114 µM), inactives show at the highest dose activity change, negative = inhibition, hits mostly inhibitors. Transcreener GDP fluorescence polarization, RGS4-accelerated GTP hydrolysis; also: potency is read from the fitted curve at half-maximal effect; % is scaled to controls: 0 for no effect and ±100 for the full control effect; nearly all actives have a fitted effect of over 75% in size; some results filed as inactive show a strong effect at the top dose
Target sequence (P49798 whole entry, looked up): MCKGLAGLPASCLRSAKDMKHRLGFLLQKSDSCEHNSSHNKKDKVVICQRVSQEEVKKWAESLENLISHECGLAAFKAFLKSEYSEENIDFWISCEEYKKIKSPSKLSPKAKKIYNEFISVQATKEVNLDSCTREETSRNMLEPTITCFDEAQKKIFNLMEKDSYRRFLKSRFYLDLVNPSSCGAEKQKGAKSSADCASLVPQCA
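MLSMR compounds (23 nl, pin-transferred) preincubated 10 min at room temperature with a 500nM (2x) first reagent, then RGS4 at 900nM (2x) plus Transcreener GDP mix added; fluorescence polarization (620/688 nm) read before and after 90 min at 30 °C.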
Vif-APOBEC3F blk = Vif-A3F binding inhibition | Potency, µM (highest dose often 46.1 µM), without a hit: at the top dose activity, negative = active | AID 602313 | HeLa A3F-eYFP + Vif (tagged APOBEC3F with the HIV-1 protein that degrades it), YFP fluorescence increase | hit rate 0.2% among 390,000; also: potency is read from the fitted curve at half-maximal effect; % of control where 0% means no effect; nearly all actives have a fitted effect of over 65% in size
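Fluorescence increase (Ex 488/Em 500-530) after overnight compound treatment at 37 deg C flags inhibition of Vif-driven A3F-eYFP loss in stable HeLa A3F-eYFP/Vif cells seeded overnight beforehand.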
USP1 inh = inhibitors of human USP1/UAF1 deubiquitinase; O94782; hit rate 0.23% among 390,000; Potency, µM (top dose mostly 57.1 µM), for the others: top-dose activity change, negative = inhibition, most hits filed as inhibitors; recombinant USP1/UAF1, Ub-Rhodamine cleavage fluorescence; also: potency is read from the fitted curve at half-maximal effect; % is scaled to controls: 0 for no effect and ±100 for the full control effect; nearly all actives have a fitted effect of over 60% in size; inactives centre near -12
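USP1/UAF1 complex (1 nM) preincubated 15 min at room temperature with compound, then Ub-Rho substrate (150 nM final) added. Kinetic fluorescence at 480/540 nm over 6 reads at 60 s intervals; 50 mM HEPES pH 7.8, 0.5 mM EDTA, 0.1 mg/ml BSA, 1 mM TCEP, 0.01% Tween-20.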
mIDH1 inhibitor = inhibitors of human mutant IDH1 R132H. O75874. IDH1-R132H enzyme, NADPH consumption, diaphorase/resazurin fluorescence. Potency, µM (top dose mostly 76.6 µM), without a hit: at the highest dose activity change, negative = inhibition, hits mostly inhibitors. hit rate 0.093% among 390,000. AID 602179; also: potency is read from the fitted curve at half-maximal effect; % is scaled to controls: 0 for no effect and ±100 for the full control effect; nearly all actives have a fitted effect of over 65% in size
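IDH1-R132H (0.5 ug/mL) preincubated 30 min with compound, then NADPH (0.016 mM) and alpha-KG (2 mM) added; 80 min at RT, pH 7.5. Remaining NADPH coupled via diaphorase/resazurin to fluorescence (540/590 nm); concentration-response curves normalized to no-enzyme control.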
Vif-A3G inh = Vif-A3G binding inhibition. hit rate 0.076% among 410,000. Potency, µM (highest dose often 46.1 µM), inactives show top-dose activity, negative = active, usual class: inhibitors. Q9HC16. HeLa A3G-eYFP + Vif (tagged APOBEC3G with the HIV-1 protein that degrades it), YFP fluorescence, overnight;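 also: potency is read from the fitted curve at half-maximal effect; % is scaled to controls: 0 for no effect and ±100 for the full control effect; nearly all actives have a fitted effect of over 60% in size; hits raise eYFP signal because A3G escapes Vif-driven loss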
Target sequence (Q9HC16 whole entry, looked up): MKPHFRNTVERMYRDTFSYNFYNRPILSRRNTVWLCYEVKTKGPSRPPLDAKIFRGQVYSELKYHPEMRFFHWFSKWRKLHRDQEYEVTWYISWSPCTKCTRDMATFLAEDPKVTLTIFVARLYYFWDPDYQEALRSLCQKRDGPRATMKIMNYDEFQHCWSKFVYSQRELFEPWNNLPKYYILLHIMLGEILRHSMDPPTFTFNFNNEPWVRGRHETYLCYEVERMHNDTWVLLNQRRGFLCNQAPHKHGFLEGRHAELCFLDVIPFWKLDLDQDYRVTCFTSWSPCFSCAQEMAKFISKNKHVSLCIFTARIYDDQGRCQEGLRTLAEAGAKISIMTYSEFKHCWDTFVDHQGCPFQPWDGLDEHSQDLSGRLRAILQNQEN
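Read-out is eYFP fluorescence (Ex 488/Em 500-530) from Vif-expressing HeLa A3G-eYFP cells; more signal means A3G escaped Vif-mediated degradation. Cells plated overnight, compound pinned in, incubated overnight at 37 deg C.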
LDHA inh = inhibitors of human lactate dehydrogenase A; purified LDHA, NADH/diaphorase-resazurin fluorescence; active compounds read low; P00338; activity change, % (values are at about 110 or 230 µM); hit rate 0.15% among 480,000; in the data active = activity change below about -30%; inconclusive = mostly about -25% to -30%;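 also: plate controls were DMSO wells for no effect and wells without enzyme for full effect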
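Enzyme activity of human lactate dehydrogenase 5 (2 nM; 0.06 mM NADH, 0.2 mM pyruvate, 5 min, RT) is measured via a resazurin/diaphorase fluorescence readout of residual NADH.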
TrxR1 substrate = is turned over as a substrate by rat TrxR1. Potency, µM (top dose mostly 114 µM), without a hit: top-dose activity change, negative = substrate turnover. O89049. AID 588456. hit rate 0.01% among 390,000. purified TrxR1 substrate turnover, NADPH consumption readout; also: potency is read from the fitted curve at half-maximal effect; % is scaled to controls: 0 for no effect and ±100 for the full control effect; nearly all actives have a fitted effect of over 50% in size
Target sequence (O89049 whole entry, looked up): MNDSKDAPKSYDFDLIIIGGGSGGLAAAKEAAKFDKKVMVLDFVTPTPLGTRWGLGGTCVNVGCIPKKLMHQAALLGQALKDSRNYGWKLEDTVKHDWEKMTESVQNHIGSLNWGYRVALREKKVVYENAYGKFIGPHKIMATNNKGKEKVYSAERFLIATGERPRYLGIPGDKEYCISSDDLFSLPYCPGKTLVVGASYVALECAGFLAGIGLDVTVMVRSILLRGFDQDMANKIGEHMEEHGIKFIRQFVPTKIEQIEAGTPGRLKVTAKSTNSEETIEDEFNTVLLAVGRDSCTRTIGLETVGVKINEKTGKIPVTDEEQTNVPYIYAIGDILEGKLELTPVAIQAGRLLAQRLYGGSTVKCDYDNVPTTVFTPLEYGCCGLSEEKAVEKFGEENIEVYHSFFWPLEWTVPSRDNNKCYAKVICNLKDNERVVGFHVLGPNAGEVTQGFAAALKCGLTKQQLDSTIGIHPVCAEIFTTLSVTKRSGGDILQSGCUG
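Rat TrxR1, dispensed at 90 nM, was prereduced with 400 uM NADPH (final) for 5 min at ~22 deg C, then incubated with compound 15 min before 400 uM selenite. A first-read NADPH fluorescence drop versus no-compound background flagged substrates.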
rTrxR1 inhibitor = rat TrxR1 inhibition | recombinant rTrxR1, NADPH fluorescence consumption, selenite substrate | Potency, µM (series often up to 114 µM), inactives show at the highest dose activity change, negative = inhibition, hits mostly inhibitors | hit rate 1% among 390,000 | AID 588453; also: potency is read from the fitted curve at half-maximal effect; % is scaled to controls: 0 for no effect and ±100 for the full control effect; nearly all actives have a fitted effect of over 65% in size
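Rat TrxR1 (90 nM in the dispensed reagent) was pre-reduced with 400 uM NADPH for 5 min at room temperature, then incubated with compound for 15 min. After 400 uM selenite was added, NADPH fluorescence (Ex 340/Em 450 nm) was followed for 8 min.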
The depositor's hits bear a star; ? = inconclusive; / = no result given; & = joins results of further samples; [ ] = another dose, or the depositor's remark. Unless noted, calls follow the shape of the dose curve; as a rule, active = well fitted curve in the direction sought with a large enough effect; inconclusive = small, poorly fitted or top-dose-only effect, or another doubt; inactive = no such curve, though single readings can be large; an effect the other way counts as inactive or inconclusive. The list is partial; rates above refer to the full screens.

compound	GRP78 ERSR act	RGS4 inh	Vif-APOBEC3F blk	USP1 inh	mIDH1 inhibitor	Vif-A3G inh	LDHA inh	TrxR1 substrate	rTrxR1 inhibitor
Cc1ccc([N+](=O)[O-])cc1NC(=O)Cc1ccc(F)cc1	-3%	35%	8%	-28%	7%	-1%	-12	17%[57.1 µM]	26%[57.1 µM]
CCc1ccc(NC(=O)CN(c2ccc(OC)cc2)S(=O)(=O)c2c(C)[nH]c(=O)[nH]c2=O)cc1	-1%&-2%	18%&6%	14%&1%	0%&7%	-1%&-2%	0%&-5%	-10&-2	-3%&3%	10%&8%
CCN(CC)CC(O)COc1ccccc1C(=O)CCc1ccccc1 (stereo not given)	-3%	12%	-1%	9%	-1%	0%	-3	6%	24%
Cc1ccc(NC(=O)CSc2nnc(CN3CCOCC3)n2C)cc1C	-4%	-3%	1%	-10%	5%	1%	-1	2%	3%
NCCCCCCNS(=O)(=O)c1cccc2c(Cl)cccc12	-4%&-3%&-3%&-4%&-2%	-6%	-2%	?	-2%	-4%&4%	-5&3	4%&-13%	-4%&18%&-24%
COCC(=O)N(Cc1ccc(OC)cc1)Cc1nc2ccccc2c(=O)[nH]1	5%	-27%	-2%	-15%	15%	-2%	-2	-4%	2%
CC(=O)N1N=C(c2ccccc2)CC1c1cccc([N+](=O)[O-])c1 (stereo not given)	-2%	-14%	1%	-26%	6%	0%	0	2%[57.1 µM]	13%[57.1 µM]
Nc1ncnc2c1ncn2[C@@H]1O[C@H](CNC(=O)[C@@H](N)COCc2ccccc2)[C@@H](O)[C@H]1O	-4%	-1%	-2%	-33%	5%	0%	-5	-1%	-3%
Cc1cc(C)c2nc(SCc3ccc([N+](=O)[O-])cc3)nc(C)c2c1	-3%	11%	-1%	-11%	-1%	-1%	-1	1%[57.1 µM]	-7%[57.1 µM]
c1ccc2c(-c3nnc(SCc4cn5ccccc5n4)o3)c[nH]c2c1	-1%	-31%	13%	-4%	17%	3%	-7	-9%	-15%
O=C(Nc1cccc(Cl)c1N1CCOCC1)c1cccnc1Cl	-3%	-7%	-10%	-19%	2%	-3%	-4	1%[57.1 µM]	-5%[57.1 µM]
O=C(CS(=O)(=O)c1cn(Cc2ccc(Cl)cc2)c2ccccc12)N1CCCCC1	-3%	16%	3%	-8%	-4%	-3%	-11	14%[57.1 µM]	18%[57.1 µM]
O=C(Nc1ccccn1)c1c(O)c2cccc3c2n(c1=O)CCC3	4%	-1%	2%	-11%	-1%	-6%	-7	3%	8%
COc1ccc(Cn2nnnc2C(c2ccncc2)N2CCOCC2)cc1 (stereo not given)	-4%	-20%	-1%	-12%	5%	-1%	0	8%[57.1 µM]	?
Cc1cc2ccc(Cl)nc2nc1C	-2%	/	/	/	/	-3%	-1	12%[0.0914 µM]	15%[0.0914 µM]
CC(=O)[C@H]1CC[C@H]2[C@@H]3CCC4=CC(=O)CC[C@]4(C)[C@H]3CC[C@]12C	-1%&-4%&0%&-1%&-2%&-5%	-10%[56.9 µM]	3%&6%	-19%&-22%	2%&28%	-4%&-2%	0&-2	10%[57.1 µM]	15%[57.1 µM]
O=C(Nc1cccnc1)Nc1cccc([N+](=O)[O-])c1	-2%	10%	0%	-5%	5%	0%	-6	6%[57.1 µM]	20%[57.1 µM]
CC(C)c1ccc(NC(=O)CN2C(=O)NC3(CCCC3)C2=O)cc1	0%	5%	0%	-14%	2%	2%	-6	1%	24%
CCN(Cc1ccccc1)C(=O)Cn1c(C(C)O)nc2ccccc21 (stereo not given)	-3%	-8%	5%	-13%	-1%	2%	0	4%	20%
CC(=O)c1ccc(NC(=O)CCCC(=O)c2ccccc2)cc1	2%	-12%	-10%	-21%	-11%	-1%	0	7%	30%
Cc1ccc(Cl)c(OCC(=O)NC2CCN(Cc3ccccc3)CC2)c1	1%	-2%	8%	-19%	-2%	2%	-3	1%[57.1 µM]	19%[57.1 µM]
CCOc1cc(N2CCOCC2)c(OCC)cc1NC(=O)COC(=O)/C=C/c1ccc(OC(F)F)cc1	-4%	-4%	7%	-24%	6%	-1%	3	-12%	-10%
COc1ccccc1NC(=O)c1cc2ccccc2nc1C	-5%	-9%	-6%	-11%	13%	-2%	-9	4%[57.1 µM]	7%[57.1 µM]
Cc1cc(/C=C(\C#N)C(=O)NC2CCCCCC2)c(C)n1C	-2%	-12%	-6%	-3%	5%	-2%	-1	-6%	?
Cc1[nH]c(=O)[nH]c(=O)c1/C=N/NC(=O)CCNC(=O)OC(C)(C)C	0%	28%[11.4 µM]	-4%	-7%	-3%	0%	-8	-10%	-12%

Three records picked at random from those above, as already listed:
compound	GRP78 ERSR act	RGS4 inh	Vif-APOBEC3F blk	USP1 inh	mIDH1 inhibitor	Vif-A3G inh	LDHA inh	TrxR1 substrate	rTrxR1 inhibitor
Nc1ncnc2c1ncn2[C@@H]1O[C@H](CNC(=O)[C@@H](N)COCc2ccccc2)[C@@H](O)[C@H]1O	-4%	-1%	-2%	-33%	5%	0%	-5	-1%	-3%
CC(=O)[C@H]1CC[C@H]2[C@@H]3CCC4=CC(=O)CC[C@]4(C)[C@H]3CC[C@]12C	-1%&-4%&0%&-1%&-2%&-5%	-10%[56.9 µM]	3%&6%	-19%&-22%	2%&28%	-4%&-2%	0&-2	10%[57.1 µM]	15%[57.1 µM]
Cc1cc(C)c2nc(SCc3ccc([N+](=O)[O-])cc3)nc(C)c2c1	-3%	11%	-1%	-11%	-1%	-1%	-1	1%[57.1 µM]	-7%[57.1 µM]

Continued:
compound	GRP78 ERSR act	RGS4 inh	Vif-APOBEC3F blk	USP1 inh	mIDH1 inhibitor	Vif-A3G inh	LDHA inh	TrxR1 substrate	rTrxR1 inhibitor
CCCCn1c(N)c(NCCC(C)C)c(=O)[nH]c1=O	0%	5%	-1%	-24%	-3%	2%	1	-1%	-5%
Cc1ccc(CN(C(=O)COc2ccc(Cl)cc2C)C2CCS(=O)(=O)C2)o1 (stereo not given)	/	-13%	/	-38%	/	/	1	-1%	-11%
CCCc1cc(=O)n2[nH]c(NCc3c(Cl)cccc3Cl)nc2n1	-1%	-19%	-7%	-15%	9%	1%	-10	11%	6%
Cc1cccc(-n2cnc(C(=O)NC3CCCCCC3)c2)n1	-2%	16%[11.4 µM]	-2%	-5%	6%	-6%	-6	2%[57.1 µM]	4%[57.1 µM]
COc1ccc(CCNC(=O)CN(c2ccc(C)cc2)S(=O)(=O)c2ccc(OC)cc2)cc1	0%	-13%	0%	-23%	-3%	3%	-2	10%	29%
COc1ccc(-c2[nH]ncc2-c2cnn(-c3ccccc3)c2)c(O)c1	7%	-12%	2%	-25%	-3%	-3%	-2	-8%	-13%
O=C(Nc1nc(-c2cccs2)cs1)c1ccc(Cl)s1	-2%	-10%	0%	?	8%	-11%	-11	5%	15%
COc1ccc(N(CC(=O)NC(C)C)S(=O)(=O)c2ccc(NC(C)=O)cc2)cc1	-1%	3%	-9%	?	8%	-6%	-6	8%	18%
Cn1c(NC(=O)Cc2ccc(F)cc2)cc(=O)n(C)c1=O	-5%	-15%	5%	-26%	7%	5%	-2	2%	17%
Cc1ccc(CNC(=O)Cn2c(=O)oc3ccccc32)o1	-5%	27%	0%	-3%	-3%	0%	-5	6%	?
COc1ccc(C(C)(C)C)cc1NC(=O)C1CCCO1 (stereo not given)	0%	-9%	-12%	-15%	13%	-8%	2	8%	3%
Cc1c(NS(=O)(=O)c2ccccc2)cc(C(C)C)c(O)c1S(=O)(=O)c1ccc(Cl)cc1	2%	-7%	-19%	-27%	12%	-20%	9	-6%	8%
Cc1cn2c(=O)cc(COC(=O)c3cccc(NC(=O)COc4ccccc4Cl)c3)nc2s1	-9%	-6%	-1%	-28%	2%	-2%	0	-2%[57.1 µM]	3%[57.1 µM]
CC(=O)/C(N=Nc1cccc(C(F)(F)F)c1)=C(\C)O	0%	-5%	-1%	-20%	8%	-7%	2	-4%	-13%
CCc1ccc(NC(=O)CCc2nc3sc4c(c3c(=O)[nH]2)CCCC4)cc1	0%	-5%	-13%	-24%	-5%	-17%	-5	-3%[57.1 µM]	4%[57.1 µM]
CCOc1cc(C2CC(=O)NC3=C2C(=O)C(C(=O)OC)C(C)C3)cc(Cl)c1O (stereo not given)	-2%	-2%	3%	1%	4%	-4%	14	8%[57.1 µM]	7%[57.1 µM]
COC(=O)c1ccccc1NC(=O)CCS(=O)(=O)c1nc(-c2ccc3c(c2)OCO3)cc(C(F)(F)F)n1	20%	12%	7%	-20%	7%	1%	0	133%[activator]	45%[activator]
CC=C1COC(C(=O)NCCOCCO)(C(F)(F)F)C=C1C=C(C)C (stereo not given)	-3%	-34%	/	/	/	2%	/	5%	3.5µM*
CCc1ccc2oc(=O)cc(CN(C)Cc3ccccc3)c2c1	-6%	7%	4%	-23%	4%	-7%	2	-4%	-2%
